# Vif-A3G inh: Vif-A3G binding inhibition. HeLa A3G-eYFP + Vif (tagged APOBEC3G with the HIV-1 protein that degrades it), YFP fluorescence, overnight. Potency, µM (top dose mostly 46.1 µM), for inactives: at the top dose activity, negative = active, most hits filed as inhibitors. 410,000 tested, 0.076% active. Q9HC16;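 also: potency is read from the fitted curve at half-maximal effect; % is scaled to controls: 0 for no effect and ±100 for the full control effect; nearly all actives have a fitted effect of over 60% in size; hits raise eYFP signal because A3G escapes Vif-driven loss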
# Target sequence (Q9HC16 whole entry, looked up): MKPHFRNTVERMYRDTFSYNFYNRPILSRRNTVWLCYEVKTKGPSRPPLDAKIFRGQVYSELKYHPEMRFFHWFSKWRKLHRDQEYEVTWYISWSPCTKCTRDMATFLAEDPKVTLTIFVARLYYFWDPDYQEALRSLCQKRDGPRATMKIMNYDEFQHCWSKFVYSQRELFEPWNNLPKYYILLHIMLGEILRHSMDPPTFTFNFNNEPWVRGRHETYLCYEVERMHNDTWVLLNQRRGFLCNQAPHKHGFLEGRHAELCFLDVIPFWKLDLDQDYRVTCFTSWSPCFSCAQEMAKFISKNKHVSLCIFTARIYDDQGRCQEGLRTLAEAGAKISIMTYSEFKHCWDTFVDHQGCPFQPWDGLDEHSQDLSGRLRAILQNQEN
#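 HeLa cells stably expressing Vif and C-terminally eYFP-tagged A3G, seeded overnight at 37 deg C, then exposed to compound by pintool overnight at 37 deg C. Rise in yellow fluorescence (Ex 488/Em 500-530, Acumen) marks blocked Vif-driven A3G degradation.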
# D1 ag: agonists of human D1 dopamine receptor | activation, % at 2 µM | 360,000 tested, 1% active | HEK293 T-REx D1 cells, calcium flux, agonist mode; in the data active = activation above about 30%; also: 0% is about no effect
#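 Tetracycline-induced HEK293 TREx D1 cells, force-coupled to calcium signalling, were dye-loaded with a no-wash calcium kit. Compound was pin-added after a 10 s baseline. Fluorescence was read kinetically at 1 cycle/s for 180 s, with calcium rises flagged as agonism.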
# Vif-A3F inh: blocks the Vif interaction with APOBEC3F; HeLa A3F-eYFP + Vif (tagged APOBEC3F with the HIV-1 protein that degrades it), YFP fluorescence increase; Potency, µM (doses to about 46.1 µM), without a hit: at the top dose activity, negative = active; 390,000 tested, 0.2% active; also: potency is read from the fitted curve at half-maximal effect; % of control where 0% means no effect; nearly all actives have a fitted effect of over 65% in size
#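 HeLa cells stably expressing Vif plus C-terminally eYFP-tagged A3F were seeded, incubated overnight at 37 deg C, dosed with compound, incubated overnight again at 37 deg C. Yellow fluorescence (Ex 488/Em 500-530) reported blocked Vif-mediated A3F-eYFP degradation.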
# GRP78 ERSR act: ER stress response induction in glioma; U87-MG GRP78 promoter luciferase reporter, 16 h; 420,000 tested, 0.02% active; Potency, µM, without a hit: at the top dose activation, most hits filed as activators; also: potency is read from the fitted curve at half-maximal effect; series mostly up to about 76 µM; % of control where 0% means no effect; nearly all actives have a fitted effect of over 35% in size
#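 ERSR induction read as luciferase luminescence (Bright-Glo, 10 min at room temperature) in stably transfected human U87-MG glioma cells exposed to compounds for 16 h, using GRP78 as sensor.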
# D1 potentiator: potentiators of human D1 dopamine receptor; P21728; HEK293 TREx D1 cells, calcium flux, dopamine EC20 potentiation; potentiation, % at 10 µM; 360,000 tested, 0.036% active; AID 504651; in the data active = potentiation above about 30%; also: 0% is about no effect
# LDHA block: inhibitors of human lactate dehydrogenase A; purified LDHA, NADH/diaphorase-resazurin fluorescence; stronger effect = lower value; activity change, % (values are at about 110 or 230 µM); 480,000 tested, 0.15% active; P00338; in the data active = activity change below about -30%; inconclusive = mostly about -25% to -30%;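 also: plate controls were DMSO wells for no effect and wells without enzyme for full effect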
#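 LDH5 2 nM; NADH 0.06 mM, pyruvate 0.2 mM; 200 mM Tris pH 7.4, EDTA, Tween-20; 5 min RT. Detection: diaphorase 0.133 mg/mL + resazurin 37 µM, fluorescence ex540/em590 at 0 and 20 min; normalized to enzyme-free and DMSO wells.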
# RXFP1 ag: agonists of human relaxin receptor RXFP1; Potency, µM (highest dose often 57.5 µM), for the others: top-dose activation, actives largely listed as activators; 370,000 tested, 0.3% active; Q9HBX9; HEK293T-RXFP1 cAMP TR-FRET, 30 min; response scale: percent of porcine relaxin response, buffer zero; also: potency is read from the fitted curve at half-maximal effect; % is scaled to controls: 0 for no effect and ±100 for the full control effect; nearly all actives have a fitted effect of over 60% in size; many of its hits are not listed in these tables
# Target sequence (Q9HBX9 whole entry, looked up): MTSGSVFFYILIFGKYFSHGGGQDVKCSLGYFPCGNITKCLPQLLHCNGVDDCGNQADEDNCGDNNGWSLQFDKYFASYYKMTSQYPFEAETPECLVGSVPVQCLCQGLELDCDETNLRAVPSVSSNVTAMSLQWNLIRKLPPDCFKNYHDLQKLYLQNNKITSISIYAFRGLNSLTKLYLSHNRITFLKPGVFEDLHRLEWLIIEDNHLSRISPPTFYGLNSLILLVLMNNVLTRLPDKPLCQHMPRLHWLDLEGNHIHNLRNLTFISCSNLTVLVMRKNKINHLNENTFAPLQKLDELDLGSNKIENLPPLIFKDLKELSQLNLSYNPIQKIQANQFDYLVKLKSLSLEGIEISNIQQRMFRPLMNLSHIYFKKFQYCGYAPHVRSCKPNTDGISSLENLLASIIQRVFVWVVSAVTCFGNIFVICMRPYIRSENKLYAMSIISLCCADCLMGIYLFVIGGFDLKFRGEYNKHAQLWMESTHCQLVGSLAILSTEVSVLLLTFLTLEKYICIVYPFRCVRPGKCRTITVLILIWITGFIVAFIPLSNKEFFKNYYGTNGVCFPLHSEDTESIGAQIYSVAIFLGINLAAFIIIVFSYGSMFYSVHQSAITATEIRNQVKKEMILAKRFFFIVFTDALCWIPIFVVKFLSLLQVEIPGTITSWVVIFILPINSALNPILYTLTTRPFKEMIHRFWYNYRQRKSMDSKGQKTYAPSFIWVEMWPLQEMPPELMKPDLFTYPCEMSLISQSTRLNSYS
#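 HEK293 cells stably expressing RXFP1, treated 30 min at 37C with compounds plus PDE4 inhibitor Ro 20174; cAMP measured by HTRF TR-FRET. Normalized to buffer and 29 nM porcine relaxin; EC50 by Hill fit.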
# D2 PAM: positively modulates the human D2 dopamine receptor allosterically | HEK293 T-REx D2, calcium flux, EC20 dopamine potentiation | potentiation, % at 10 µM | P14416 | 340,000 tested, 0.34% active;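 active = potentiation over 3 SD above the plate norm, cut at about 30% in these data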; also: 0% is about no effect
#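 Tetracycline-induced Hek293 Trex D2 cells, force-coupled to calcium, loaded with no-wash calcium dye. Compound added with 180 s kinetic read for agonism, then EC20 dopamine and a further 180 s read for potentiation.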
# D1 antagonist: blocks dopamine activation of the human D1 receptor | P21728 | HEK293 TREx D1 cells, calcium flux, dopamine EC80; stronger effect = lower value | activity change, negative = inhibition, % at 10 µM | 360,000 tested, 3.2% active; in the data active = activity change below about -30%; also: % is scaled to controls: 0 for no effect and ±100 for the full control effect
#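 HEK293 T-REx cells expressing inducible, force-coupled D1 receptor; no-wash Ca dye, 30–90 min RT. Cmpd → 180 s read at 1 Hz → EC80 DA → 180 s read.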
# * marks the source's active call; other numbers are inactive results; ? = inconclusive; . = no result given. Unless noted, calls follow the shape of the dose curve; as a rule, active = well fitted curve in the direction sought with a large enough effect; inconclusive = small, poorly fitted or top-dose-only effect, or another doubt; inactive = no such curve, though single readings can be large; an effect the other way counts as inactive or inconclusive. Not all compounds are listed. The share of hits here may be higher or lower than overall.
SMILES,Vif-A3G inh,D1 ag,Vif-A3F inh,GRP78 ERSR act,D1 potentiator,LDHA block,RXFP1 ag,D2 PAM,D1 antagonist
Cc1cc(NC(=O)CN2C(=O)NC(c3ccccc3)(c3ccc(C)c(C)c3)C2=O)no1 (centres undefined),-11.2%,6.9,-0.1%,-0.7%,3.6,3.5,-0.4%,0.3,2.8
Cc1cc(NS(=O)(=O)c2ccc(NC(=O)CCCOc3ccccc3C)cc2)nc(C)n1,-5.2%,1.7,6.5%,-1.7%,-10.6,-9.1,2.3%,.,33.5
COc1cccc(C(=O)Nc2cccc(-c3ccc(N4CCOCC4)nn3)c2)c1,-0.7%,2.2,-17.7%,0.5%,2.6,-3.8,1.7%,-9.2,-12.0
O=C(c1cccc(Cl)c1)N1CCN(Cc2c[nH]c3ccccc23)CC1,0.2%,1.3,0.1%,-2.3%,-2.6,-11.7,0.3%,14.7,-14.1
COCC(=O)NC1CC2CCC(C1)N2C(=S)Nc1ccccc1C(=O)OC (centres undefined),6.0%,0.6,6.5%,-0.7%,-2.9,-6.7,-3.6%,2.1,-0.8
CN(C)S(=O)(=O)c1ccc(N2CCCC2)c(C(=O)N2CCN(S(=O)(=O)c3ccc(F)cc3)CC2)c1,-1.6%,0.7,2.0%,-6.2%,18.9,-3.6,-0.8%,2.3,1.3
CCOc1ccc(/C=C/c2nc3ccccc3n2S(=O)(=O)c2cccc(Cl)c2)cc1,7.8%,3.6,-0.6%,-2.7%,8.2,-4.6,2.9%,-2.6,3.2
COc1ccc(NC(=O)C(NS(=O)(=O)c2cccc3nsnc23)C(C)C)cc1OC (centres undefined),0.1%,-1.6,2.2%,-1.0%,-2.0,1.6,-1.3%,9.4,1.3
Cc1csc(SCC(=O)NC(=O)NC(C)(C)C)n1,1.4%,0.3,12.4%,1.5%,2.1,-6.1,2.4%,2.5,-15.7
O=C(Nc1ccc(F)cc1F)N1CCC(c2nc3ccccc3o2)CC1,-1.6%,1.2,2.4%,-4.4%,-7.2,-11.9,0.5%,-13.2,7.3

# Molecules listed so far containing a Cl atom:
SMILES,Vif-A3G inh,D1 ag,Vif-A3F inh,GRP78 ERSR act,D1 potentiator,LDHA block,RXFP1 ag,D2 PAM,D1 antagonist
O=C(c1cccc(Cl)c1)N1CCN(Cc2c[nH]c3ccccc23)CC1,0.2%,1.3,0.1%,-2.3%,-2.6,-11.7,0.3%,14.7,-14.1
CCOc1ccc(/C=C/c2nc3ccccc3n2S(=O)(=O)c2cccc(Cl)c2)cc1,7.8%,3.6,-0.6%,-2.7%,8.2,-4.6,2.9%,-2.6,3.2

# Further compounds follow.
SMILES,Vif-A3G inh,D1 ag,Vif-A3F inh,GRP78 ERSR act,D1 potentiator,LDHA block,RXFP1 ag,D2 PAM,D1 antagonist
O=C(CCC(C(=O)O)N1C(=O)c2ccccc2C1=O)Nc1ccccc1 (centres undefined),1.1%,.,-3.0%,-2.0%,.,-2.5,.,.,.
N#Cc1ccc(C(=O)OCc2cccc(S(=O)(=O)N3CCOCC3)c2)cc1,3.4%,6.9,11.2%,-3.3%,-1.9,-2.3,0.4%,-7.3,0.6
CCc1ccccc1NS(=O)(=O)c1ccc2[nH]cc(C(=O)N3CCCCC3)c(=O)c2c1,-3.2%,-1.6,-2.8%,-1.8%,-0.8,0.7,7.6%,15.0,2.5
COc1cc(Cl)c(C)cc1NC(=O)CC1CCCC1,-4.0%,-1.8,4.7%,2.5%,-2.3,-8.4,0.0%,-1.3,-1.6
Cc1oc(C(=O)O)cc1COc1ccccc1Cl,1.5%,2.6,-3.2%,2.0%,0.8,1.9,0.0%,1.2,5.8
CCCCN(C)C(=O)C1CCCN(S(=O)(=O)c2ccc3c(c2)oc(=O)n3C)C1 (centres undefined),2.5%,1.7,-5.7%,-5.2%,-3.9,-1.7,-2.3%,3.2,1.2
CC(C)c1ccc(C2(C)NC(=O)N(C(C)C(=O)Nc3ccc(N4CCOCC4)cc3)C2=O)cc1 (centres undefined),2.2%,7.3,0.0%,3.1%,-2.9,5.0,-0.4%,4.9,-18.6
CCN(CC)CCCNC(=O)C1c2cc(OC)c(OC)cc2C(=O)N(C)C1c1cccs1 (centres undefined),0.4%,2.3,0.1%,-6.2%,9.3,-6.6,2.2%,-4.9,3.1
Cc1c(NC(=O)CSc2n[nH]c(-c3ccccc3)n2)c(=O)n(-c2ccccc2)n1C,2.1%,0.4,2.8%,-0.9%,-3.0,-9.5,-1.0%,9.1,4.4
Cc1ccc(OCC(=O)N(c2ccc(C)cc2)S(=O)(=O)c2ccc(Cl)cc2)cc1,-2.3%,-0.1,0.6%,-4.3%,1.5,-0.8,0.6%,-6.4,-10.0
C=CCc1cccc(CNc2nc3ccccc3n2C(C)C)c1O,1.0%,4.5,-6.4%,3.1%,-10.4,-3.5,3.1%,-6.9,-22.9
COc1ccc2c(c1)C(C)=CC(C)(C)N2S(=O)(=O)c1ccc(NC(C)=O)cc1,?,10.7,-0.4%,-3.6%,-1.2,-2.0,1.7%,0.0,0.9
Cc1ccc(CS(=O)(=O)c2nc3c(c(N(C)C)n2)CCCC3)cc1,-4.6%,1.5,8.3%,-4.7%,6.6,-5.8,0.0%,.,2.0
CCN(CC(=O)NCc1cccs1)S(=O)(=O)c1ccc(C(C)C)cc1,-0.5%,0.3,2.3%,2.3%,-0.8,3.0,-4.1%,-5.5,-8.4
Cc1nn(CC(=O)Nc2ccc(C(C)C)cc2)c(C)c1[N+](=O)[O-],0.0%,7.6,2.8%,1.5%,-4.0,1.3,1.3%,-2.0,.
COc1cccc(NC(=S)Nc2cccc3ccccc23)c1,2.0%,13.3,-21.6%,18.0%,0.4,1.6,5.0%,7.7,0.5
CC1(C)CC(=O)C=C(C(=O)N2CCCC(C(=O)c3cccc(C(F)(F)F)c3)C2)O1 (centres undefined),0.0%,7.7,-19.4%,2.8%,-2.0,6.0,-1.1%,0.8,-18.6
Cc1ccnc(NS(=O)(=O)c2ccc(NC(=O)c3ccc(C)o3)cc2)n1,0.2%,0.3,-10.1%,-8.9%,-3.8,-1.6,3.0%,-2.1,3.9
CC1(C)CC(=O)C2=C(C1)NC(=O)CC2c1cccc(F)c1 (centres undefined),0.7%,.,0.0%,-3.2%,.,-6.3,0.4%,.,.
COc1ccc(Nc2ccc(S(=O)(=O)N3CCCCC3)cc2[N+](=O)[O-])cc1,0.9%,-0.8,-2.5%,-2.1%,3.0,-4.0,-0.8%,14.2,-2.3
O=C(Nc1ncc2c(n1)-c1ccccc1OC2)c1ccccc1Cl,-5.4%,.,3.0%,-1.7%,.,-3.9,0.4%,.,.
COc1ccccc1CNC(=O)Nc1ccc2c(c1)N(C)C(=O)c1ccccc1S2,-5.8%,1.8,10.6%,-4.7%,-1.1,-4.2,-2.3%,-3.8,-0.5
Cc1ccc(NC(=O)CSc2nnc(CNC(=O)c3c(F)cccc3Cl)o2)cc1,1.1%,-0.1,.,-2.2%,-2.1,-1.1,0.1%,-4.3,5.8
O=C(c1ccc(Cl)cc1[N+](=O)[O-])N(Cc1ccccc1)Cc1ccccc1,.,-0.2,.,.,-5.5,.,3.7%,5.3,-11.2
Cc1ccc(Cn2c(=O)n(CCCCC(=O)NCc3ccccc3Cl)c(=O)c3ccccc32)cc1,-19.3%,4.4,-19.4%,-4.4%,1.6,-3.6,4.5%,-4.9,-6.4
O=C(Nc1cccc(C(=O)N2CCCc3ccccc32)c1)c1ccccc1,?,0.8,-5.2%,-1.0%,-8.1,-7.6,-2.4%,-5.9,-36.9*
CC(C)(C)OC(=O)NCCCC[C@H](NC(=O)c1nc[nH]c1C(=O)N1CCN(C(=O)OC(C)(C)C)CC1)C(=O)OC(C)(C)C,0.2%,0.7,7.7%,0.1%,-4.2,4.0,-1.2%,9.1,10.4
COc1ccccc1OC(C)C(=O)Nc1nc(-c2ccc(S(=O)(=O)N3CCOCC3)cc2)cs1 (centres undefined),-0.8%,3.9,3.7%,-4.0%,-3.2,-2.1,3.4%,-0.5,-3.5
COc1ccc(-c2cc(CNS(=O)(=O)c3ccc(F)cc3)on2)cc1,-0.7%,4.1,9.5%,0.6%,0.9,-5.3,0.5%,-2.5,14.3
Cn1c(Cn2c(=O)sc3ccccc32)nnc1SCC(=O)Nc1cccc(Cl)c1,1.1%,0.1,-1.8%,-4.8%,0.2,-4.3,-0.9%,-15.7,12.9
CCc1cccc(C)c1NC(=O)CN(C)S(=O)(=O)c1cccc2nsnc12,2.6%,-1.8,0.2%,-3.2%,0.5,3.2,3.4%,-5.3,10.8
O=C(COc1ccccc1F)Nc1cc(S(=O)(=O)Nc2cccc(Cl)c2)ccc1O,-5.9%,0.8,-0.6%,-0.6%,-4.5,-4.2,-2.8%,10.5,-17.9
CC1(C)NC(=O)N(CC(=O)N2CCCC(C(F)(F)F)C2)C1=O (centres undefined),1.3%,2.1,-5.0%,-1.9%,-10.6,-4.1,0.9%,-2.2,-7.9
COc1ccc(NC(=O)c2nnn(Cc3ccccc3C)c2N)c(OC)c1,-0.8%,5.4,-8.7%,-2.3%,0.6,-5.9,-2.6%,3.1,-0.2
COc1ccc(OC)c(COC(=O)c2cc([N+](=O)[O-])ccc2N2CCOCC2)c1,?,1.8,-15.5%,-5.6%,2.0,0.9,2.9%,-7.5,-5.9
Cc1nn(CC(=O)NCc2cccnc2)c(C)c1[N+](=O)[O-],-0.7%,1.2,-18.0%,9.5%,-1.5,-5.5,2.1%,3.2,4.8
CCc1cnc2c(c1SCc1ccccc1C)c(=O)n(C)c(=O)n2C,-2.1%,-0.8,0.7%,0.3%,3.8,-9.4,2.3%,4.8,.
O=C(N/N=C/c1cccs1)c1cccc(S(=O)(=O)Nc2ccc(Cl)cc2)c1,-13.2%,16.4,4.8%,7.1%,6.7,-7.2,0.1%,-1.2,7.8
COC(=O)/C(C#N)=C/c1c(N2CCCCCC2)nc2ccccn2c1=O,-0.6%,0.3,10.8%,-0.8%,-5.1,0.3,0.5%,8.9,-8.6
Cc1cc(NC(=O)c2ccccc2F)on1,0.0%,2.8,4.8%,-0.6%,1.9,-2.9,3.5%,-18.9,-10.0

# Screens: PubChem, National Center for Advancing Translational Sciences (NCATS)
